IMPase Li inh – membrane-permeable IMPase blocker, potentiated with lithium; CHO-M1 cells, IP1 TR-FRET (IP-One), carbachol + lithium; hit rate 0.35% among 210,000; Potency, µM (top dose mostly 59.4 µM), for the others: at the top dose activity, negative = IMPase inhibition, actives largely listed as inhibitors;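 note: IP1 builds up when IMPase is blocked and the TR-FRET signal falls; potency is the fitted concentration of half-maximal effect; plate controls were basal vehicle for no effect and high inhibitor control for full effect; nearly all actives have a fitted effect of over 50% in size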
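CHO cells stably expressing M1 receptor (2000/well) were cultured 16–30 h, then exposed to compounds with a small lithium addition for 30 min at 37C. IP1 was measured by TR-FRET competition; AC50 from Hill fits.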
Lamin A splicing – modulators of lamin A splicing; HeLa LMNA splicing GFP/RFP minigene ratio, 48 h; Potency, µM (top dose mostly 46.1 µM), without a hit: top-dose ratio change, negative = inhibition, actives largely listed as inhibitors; hit rate 0.01% among 200,000; AID 1487; active = well fitted inhibition curve with a large enough effect in the signal ratio, with a control signal flat, not every such curve was filed as active; inconclusive = small, poorly fitted or top-dose-only effect, or effect the other way, or a change in a side signal; the % refers to the signal ratio; note: potency is the fitted concentration of half-maximal effect; % is set by controls: 0 for no effect and ±100 for the full control effect
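S3 HeLa cells stably expressing lamin A-EGFP splicing minigene plus DsRed2, 600 cells/well, 48 h compound exposure at 37C. Laser-scanning cytometry; analysed as GFP (500-530 nm)/RFP (575-640 nm) total intensity ratio; 0.5% DMSO vehicle.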
Luc counter – counter-screen: inhibitors of Kinase-Glo firefly luciferase. Q27757. Potency, µM (highest dose often 38.3 µM), without a hit: at the highest dose activity change, negative = inhibition, actives largely listed as inhibitors. hit rate 0.28% among 200,000. AID 1379. Kinase-Glo luciferase, ATP luminescence, 8 min; note: potency is the fitted concentration of half-maximal effect; % is set by controls: 0 for no effect and ±100 for the full control effect; nearly all actives have a fitted effect of over 60% in size
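Compound is pinned into ATP-containing buffer (10 uM ATP, imidazole pH 7.2, 7 mM MgCl2). Kinase-Glo luciferase reagent is then added. Light output is recorded following an 8-min room-temperature incubation.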
Epigenetic derep – derepresses silenced GFP reporter in murine cells; murine LDR cells, GFP reporter derepression, 30 h; hit rate 0.2% among 280,000; Potency, µM (series often up to 53.9 µM), for the others: at the highest dose GFP activation, hits mostly activators; AID 1865; note: potency is the fitted concentration of half-maximal effect; % of control where 0% means no effect; nearly all actives have a fitted effect of over 60% in size
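Murine LDR cells carrying a silenced, genomically integrated CMV-driven GFP reporter were exposed to compound for 30 hours at 37 C. After PBS washes, GFP-positive cells (20–120 um objects) were counted by laser-scanning microplate cytometry.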
CBFb RUNX1 block – blocks binding between human CBF-beta and RUNX1. Q01196+Q13951. AlphaScreen CBFb-His/RUNX1-biotin binding, biochemical. Potency, µM (highest dose often 59.8 µM), without a hit: top-dose activity, negative = inhibition, hits mostly inhibitors. 230,000 tested, under 10 active. AID 1477; note: % of control where 0% means no effect
Target sequence (Q01196 whole entry, looked up): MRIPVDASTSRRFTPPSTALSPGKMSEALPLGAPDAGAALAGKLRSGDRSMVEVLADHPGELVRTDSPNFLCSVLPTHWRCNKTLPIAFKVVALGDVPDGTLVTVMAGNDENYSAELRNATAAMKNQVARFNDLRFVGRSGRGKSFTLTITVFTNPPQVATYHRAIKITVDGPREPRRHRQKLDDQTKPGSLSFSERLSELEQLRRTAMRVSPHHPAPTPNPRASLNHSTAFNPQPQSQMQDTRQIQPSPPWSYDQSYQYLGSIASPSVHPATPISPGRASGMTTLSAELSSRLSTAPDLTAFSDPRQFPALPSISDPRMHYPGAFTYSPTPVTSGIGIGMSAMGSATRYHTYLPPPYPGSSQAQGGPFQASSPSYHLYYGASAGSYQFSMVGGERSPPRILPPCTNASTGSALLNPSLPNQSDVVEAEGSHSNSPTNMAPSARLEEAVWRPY
Target sequence (Q13951 whole entry, looked up): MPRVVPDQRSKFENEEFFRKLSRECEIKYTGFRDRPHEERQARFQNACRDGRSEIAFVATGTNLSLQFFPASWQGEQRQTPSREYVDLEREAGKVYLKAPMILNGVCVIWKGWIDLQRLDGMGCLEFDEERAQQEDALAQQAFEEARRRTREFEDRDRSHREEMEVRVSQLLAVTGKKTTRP
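Inhibition was taken as any reduction in AlphaScreen signal from the CBF-beta–RUNX1 pair (His and biotin tags, 30 nM each), measured after compound (15 min) and bead (90 min) incubations at room temperature.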
NPSR antag – blocks cAMP signaling of the human neuropeptide S receptor; CHO-NPSR cells, cAMP TR-FRET, antagonist mode; Potency, µM (highest dose often 38.3 µM), without a hit: top-dose activity change, negative = inhibition, hits mostly inhibitors; hit rate 1% among 220,000; AID 1461; note: potency is the fitted concentration of half-maximal effect; % is set by controls: 0 for no effect and ±100 for the full control effect; nearly all actives have a fitted effect of over 50% in size; many of its hits are not listed in these tables
aGal spleen mod – inhibitors or activators of human alpha-galactosidase in spleen homogenate; P06280; human spleen homogenate, 4MU-alpha-Gal fluorescence, 40 min; Potency, µM (doses to about 80 µM), without a hit: at the top dose activity change, negative = inhibition, actives largely listed as inhibitors; hit rate 0.008% among 240,000; AID 2107;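 note: potency is the fitted concentration of half-maximal effect; 0% = enzyme with vehicle and -100% = no enzyme basal signal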
Target sequence (P06280 32-429 limits assumed): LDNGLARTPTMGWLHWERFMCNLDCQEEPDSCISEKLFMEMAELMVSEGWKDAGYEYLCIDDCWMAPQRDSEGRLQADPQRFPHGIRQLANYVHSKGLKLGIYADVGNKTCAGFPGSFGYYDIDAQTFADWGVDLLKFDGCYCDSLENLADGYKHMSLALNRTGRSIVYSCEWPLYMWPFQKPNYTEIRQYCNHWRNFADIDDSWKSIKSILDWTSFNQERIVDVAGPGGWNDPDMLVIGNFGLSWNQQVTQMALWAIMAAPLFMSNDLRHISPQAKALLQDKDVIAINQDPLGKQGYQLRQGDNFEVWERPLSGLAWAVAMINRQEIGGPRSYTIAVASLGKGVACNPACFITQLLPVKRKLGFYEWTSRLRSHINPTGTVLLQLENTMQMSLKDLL
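qHTS titration in buffer at pH 5.0. Alpha-galactosidase activity in spleen homogenate was measured via 4-methylumbelliferone release from 1 mM fluorogenic substrate after 40 min at 37C and a pH 10 stop. AC50 came from Hill fits of control-normalized data.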
Active calls of the source: *; ? = inconclusive; · = not tested or not shown; [ ] = remark or other dose. Unless noted, calls come from the whole dose curve; as a rule, active = well fitted curve in the direction sought with a large enough effect; inconclusive = small, poorly fitted or top-dose-only effect, or another doubt; inactive = no such curve, though single readings can be large; an effect the other way counts as inactive or inconclusive.

SMILES	IMPase Li inh	Lamin A splicing	Luc counter	Epigenetic derep	CBFb RUNX1 block	NPSR antag	aGal spleen mod
CCC(Sc1nc2sc(C(=O)OC)c(C)c2c(=O)n1N)C(=O)N(CC)CC (stereo not given)	1.2%[38.3 µM]	17.3%	0.5%	1.2%	-1.8%	-3.2%[46.1 µM]	8.6%
FC(F)(F)c1ccc2c(c1)NCC1CCCN21 (stereo not given)	13.3%	·	2.5%	-2.3%	-2.7%	15.0%	8.2%
CCCCn1c(=S)[nH]c2cc(S(=O)(=O)N3CCCCC3)ccc21	27.3%[38.3 µM]	?	-1.6%	0.7%	-0.2%	-10.2%[46.1 µM]	-9.6%
S=C(Nc1ccccc1)N1CCN(C(=S)c2ccccc2)CC1	11.5%	·	3.9%	1.3%	11.7%	-8.4%	0.3%
Cc1cc(NC(=O)c2ccco2)ncc1NC(=O)CCc1ccccc1	-4.4%[38.3 µM]	?	-1.7%	0.7%	2.0%	1.6%[46.1 µM]	1.9%
COC(=O)c1ccccc1NC(=O)CN1CCC(NC(=O)c2ccc(C)cc2)CC1	27.1%[38.3 µM]	2.8%	-5.4%	-1.0%	-0.6%	-28.4%[46.1 µM]	0.4%
CCN(CC)S(=O)(=O)c1cc(NC(=O)C(C)N(C)CC(=O)Nc2c(C)cccc2C)ccc1C (stereo not given)	0.8%	?	0.1%	4.7%	6.0%	-27.1%	0.3%
CCOc1ccc(NC(=O)CC2C(=O)N(c3ccc(OC)cc3)C(=S)N2Cc2ccccn2)cc1 (stereo not given)	-2.1%	·	0.4%	5.1%	-1.7%	-11.4%	2.4%
Oc1ccc2c(c1)oc1cc(O)ccc12	13.4%[38.3 µM]	?	1.6%	-11.8%	11.1%	-5.0%[46.1 µM]	2.7%
CCn1c(Cc2ccc(OC)cc2)nnc1SCC(=O)N1CCN(c2ccccc2)CC1	11.7%[38.3 µM]	?	17.0%	0.8%	3.7%	-13.3%[46.1 µM]	-6.2%
N/C(=N\OC(=O)c1ccc2ccccc2c1)c1cccc([N+](=O)[O-])c1	7.7%	-2.8%	0.3%	0.0%	-1.5%	8.5%	-2.3%
CCCCn1c(NC(=O)c2ccccc2)nc2ccccc21	14.2%[38.3 µM]	?	1.0%	-0.4%	10.6%	?	-3.9%
COc1ccc(/C=N/NC(=O)Cn2nnc3ccccc32)cc1OC	-6.8%	-6.5%	3.6%	1.1%	-4.5%	23.5%	2.6%
CC(Oc1ccccc1)C(=O)Nc1cccc(NC(=O)c2ccco2)c1 (stereo not given)	·	·	·	0.0%	11.1%	-5.7%	-12.3%
CCOC(=O)C1CCN(C(c2cc3ccc(C)c(C)c3[nH]c2=O)c2nnnn2C2CCCCC2)CC1 (stereo not given)	-11.6%[38.3 µM]	?	-2.0%	0.4%	-1.7%	?	1.6%
O=C(/C(=C/O)N=Nc1ccccc1)c1ccncc1	25.1%[38.3 µM]	?	17.2%	-4.5%	-10.5%	?	-3.1%
COc1cnc(SCC(=O)O)[nH]c1=O	14.4%[38.3 µM]	11.2%	0.5%	0.8%	5.8%	-3.9%[46.1 µM]	11.2%
CCCCn1c(N)c(N(CC)C(=O)c2cc(Br)ccc2Cl)c(=O)[nH]c1=O	-7.5%	-9.2%[46 µM]	-2.1%	6.1%	5.0%	6.8%	6.0%
COc1ccc(-c2nc(Cn3c(SCc4ccc(C)cc4)nc4ccncc43)c(C)o2)cc1OC	?	3.5%	-10.7%	10.8%	-5.1%	-8.5%[46.1 µM]	-1.4%
COCCn1nnnc1C(c1ccccc1OC)N1CCN(c2ccccc2F)CC1 (stereo not given)	5.8%[38.3 µM]	5.9%	3.6%	1.0%	6.8%	-10.8%[46.1 µM]	8.4%
O=C(NC1CC2CCC(C1)N2Cc1ccco1)c1ccccc1 (stereo not given)	7.5%	-2.5%	7.2%	-0.3%	3.7%	-5.1%[46.1 µM]	-2.3%
O=C(CSc1nc2ccc([N+](=O)[O-])cc2s1)c1ccc2ccccc2c1	5.1%	·	-3.5%[7.66 µM]	-0.3%	-2.7%	?	-9.3%
Cc1cc(N2CCCCC2)nc2ccccc12	26.0%	·	1.1%	0.6%	2.0%	-1.5%	1.9%
Clc1ccccc1Cn1nc(-c2ccccc2)nc1-c1ccccc1	15.2%	?	-1.9%	-0.9%	?	-25.5%	-4.9%
Cc1ccc2c(ccn3cc4c(c(=O)n(C)c(=O)n4C)c23)c1	6.9%	·	-14.7%	3.0%	8.2%	-11.1%	3.4%
C/C(=N\NC(=O)COc1ccc(C#N)cc1)c1ccccc1OC(F)F	-0.3%	-5.7%	0.8%	2.0%	-3.8%	5.0%	3.7%
CC(C)CCC(CCN1CCCC1)c1ccc2c(c1)OCO2 (stereo not given)	·	·	·	-5.2%	1.2%	3.4%	-6.3%
Cc1[nH]c(=O)[nH]c(=O)c1N(C)C	-5.7%	·	-2.2%	-1.2%	0.8%	20.7%	-3.9%
Cc1ccc(S(=O)(=O)Nc2cc(C(=O)Nc3cc(C)cc(C)c3)ccc2Cl)cc1	-2.6%[38.3 µM]	?	-4.7%	2.8%	-4.7%	-11.1%[46.1 µM]	0.7%
Cn1cc(CC(=O)N2CCN(c3ccc(Cl)cc3)CC2)c2ccccc21	24.4%[38.3 µM]	?	-2.9%	2.8%	-14.3%	-11.1%[46.1 µM]	-2.9%
CC(C)OC(=O)CSc1nnc(-c2cccnc2)n1Cc1ccccc1	10.7%[38.3 µM]	19.8%	-4.1%	0.0%	5.6%	-2.7%[46.1 µM]	7.0%
CCOC(=O)NC(NC(=S)Nc1ccc(OC)cc1)C(Cl)(Cl)Cl (stereo not given)	0.2%	-13.7%	-0.3%	-3.2%	-16.0%	7.1%	-3.3%
Cc1cc(C)c(NC(=O)COc2ccccc2C(=O)Nc2ccc3c(c2)oc2ccccc23)c(C)c1	-8.7%[38.3 µM]	17.3%	14.5%	0.7%	0.6%	-2.8%[46.1 µM]	-1.1%
S=c1[nH]nc(COc2ccc(Cl)cc2)n1Cc1ccco1	0.3%	9.9%[46 µM]	1.3%	1.1%	-16.0%	-28.8%	0.4%
COc1ccc(NC2=C3CCCC=C3N(c3ccc(OC)cc3)C2=O)cc1	9.1%	·	0.6%	-1.5%	-0.6%	-40.8%	-7.0%
CC(C)CN(CCC(=O)O)CC(C)C	30.2%[activator][38.3 µM]	-5.5%	-2.0%	-2.3%	2.4%	3.6%[46.1 µM]	2.4%
O=C(CSc1nnc(-c2ccc(F)cc2)c2ccccc12)Nc1ccccc1Cl	7.1%	2.9%	-1.5%	2.1%	-5.9%	-42.8%	0.9%
O=C(c1ccco1)N(Cc1ccccc1)Cc1ccccn1	-8.3%	·	1.6%	1.1%	6.1%	15.2%	14.2%
CCC(CC)NC(=O)c1ccccc1Oc1ccccc1	27.3%[38.3 µM]	1.2%	-1.6%	0.1%	2.0%	-20.1%[46.1 µM]	4.8%
c1ccc(CN=C2Nc3ccccc3CS2)nc1	5.4%	·	?	1.5%	12.3%	1.9%	-4.7%
Cn1c(N)c(S(=O)(=O)c2ccc(Br)cc2)c2nc3ccccc3nc21	3.9%[38.3 µM]	24.5%	1.8%	-2.5%	21.7%	?	?
Nc1nonc1C(=O)NCCNS(=O)(=O)c1ccc(Br)cc1	-7.9%	-6.4%	7.7%	-0.9%	8.3%	1.1%[46.1 µM]	-4.6%
COc1cc2c(cc1OC)C(CSc1ccccc1C(=O)O)=NC(C)(C)C2	4.9%	?	-1.3%	0.0%	-6.9%	12.6%	4.5%
O=C(NC(NNc1ccc([N+](=O)[O-])cc1)(C(F)(F)F)C(F)(F)F)c1ccc(F)cc1	11.5%	?	1.8%	0.0%	2.0%	-21.5%	4.6%
COC(=O)c1sc(C(=O)OC)c(C(=O)OC)c1C(=O)OC	-3.5%	-6.5%	-3.5%	-2.2%	11.6%	12.4%	-3.1%
O=C(NCc1ccccc1)C1=C[C@H](c2ccc3c(c2)OCO3)C[C@H](OCCCCO)O1	3.2%	·	·	-0.8%	6.3%	8.3%	0.4%
COc1cccc(CNC(=O)C2CCN(c3cnccn3)CC2)c1	12.1%	-10.7%	3.8%	0.0%	1.9%	9.1%	0.4%
COCCNC(=O)/C(=C/c1ccccc1Cl)c1ccccc1	1.0%	5.4%	-1.1%	-0.9%	-0.3%	1.1%	5.7%
Cc1nn(-c2ccccc2)c(N2CCCC2)c1/C=N/NC(=O)C1CC1	8.0%	·	0.6%	1.3%	-9.6%	-17.9%	5.0%
CC(C)=CC1C=C(C)C(C)C2C(=O)NNC(=O)C12 (stereo not given)	10.9%[38.3 µM]	5.7%	10.0%	-0.7%	-8.7%	?	3.6%
COc1ccc(C2C3=C(N=C4SCC(=O)N42)c2ccccc2CC3)cc1 (stereo not given)	0.3%[38.3 µM]	?	-12.7%	-0.7%	-3.3%	?	1.2%
CC(=O)c1coc2ccc(OCCN3CCCCC3)cc12	3.8%[38.3 µM]	-1.2%	1.4%	4.9%	-2.2%	-1.7%[46.1 µM]	0.0%
COc1ccc(Oc2nc(C)cc(C)c2C#N)cc1	57.0%[activator][38.3 µM]	-6.4%	3.7%	0.4%	14.3%	-7.1%[46.1 µM]	0.6%
Cc1cccc(OCC(=O)O/N=C(\N)c2ccc(Cl)cc2)c1	-2.2%[38.3 µM]	15.8%[0.0737 µM]	-1.6%	-0.9%	11.4%	-18.3%[46.1 µM]	-15.9%

Five compounds from above, ordered by the value under Epigenetic derep, descending:
Molecule	Epigenetic derep
Cc1nn(-c2ccccc2)c(N2CCCC2)c1/C=N/NC(=O)C1CC1	1.3%
COc1ccc(Oc2nc(C)cc(C)c2C#N)cc1	0.4%
COc1cccc(CNC(=O)C2CCN(c3cnccn3)CC2)c1	0.0%
COc1ccc(C2C3=C(N=C4SCC(=O)N42)c2ccccc2CC3)cc1 (stereo not given)	-0.7%
Cc1cccc(OCC(=O)O/N=C(\N)c2ccc(Cl)cc2)c1	-0.9%

Given with bars between the fields: entries from further up
SMILES | IMPase Li inh | Lamin A splicing | Luc counter | Epigenetic derep | CBFb RUNX1 block | NPSR antag | aGal spleen mod
S=C(Nc1ccccc1)N1CCN(C(=S)c2ccccc2)CC1 | 11.5% | · | 3.9% | 1.3% | 11.7% | -8.4% | 0.3%
Cc1cc(NC(=O)c2ccco2)ncc1NC(=O)CCc1ccccc1 | -4.4%[38.3 µM] | ? | -1.7% | 0.7% | 2.0% | 1.6%[46.1 µM] | 1.9%

An excerpt (hit frequency here may not be typical).
